Screening data as filed in PubChem.
MT1-MMP txn act – MT1-MMP promoter transcription activation | activation factor at 10 µM | HT1080 MT1-MMP promoter luciferase reporter, luminescence, overnight; hits give high values | 0.16% of 86,000 active;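 active means activation factor of at least 2 for MT1-MMP transcription at 10 µM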
CYP2C9 activ – increases human cytochrome P450 2C9 activity. recombinant CYP2C9, luciferin-H conversion, luminescence; hits give high values; factor 1 = untreated enzyme, 0 = blocked. 1.4% of 96,000 active. AID 1024. activation factor at 5 µM. P11712;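 active means activation factor of 2 or more for CYP2C9 at a 5 µM dose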;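 further: 0 = sulfaphenazole-blocked wells and 1 = vehicle-only wells; values of inactives mirror those of a sister screen read the other way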
Target sequence (P11712 whole entry, looked up): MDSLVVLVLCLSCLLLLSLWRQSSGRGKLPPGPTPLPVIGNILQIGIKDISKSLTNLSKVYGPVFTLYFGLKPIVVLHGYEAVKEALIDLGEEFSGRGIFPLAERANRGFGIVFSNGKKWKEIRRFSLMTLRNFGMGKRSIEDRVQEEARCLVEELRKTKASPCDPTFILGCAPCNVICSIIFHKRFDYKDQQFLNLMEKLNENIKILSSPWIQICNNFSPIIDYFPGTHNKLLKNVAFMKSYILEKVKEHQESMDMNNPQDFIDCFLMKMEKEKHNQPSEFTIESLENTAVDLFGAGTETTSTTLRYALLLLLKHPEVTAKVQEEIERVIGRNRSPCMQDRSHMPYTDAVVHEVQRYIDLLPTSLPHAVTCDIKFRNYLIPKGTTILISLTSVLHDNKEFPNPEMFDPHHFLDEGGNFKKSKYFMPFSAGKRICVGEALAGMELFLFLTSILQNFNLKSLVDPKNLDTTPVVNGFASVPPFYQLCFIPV
CYP2C19 act – increases human CYP2C19 enzyme activity | 96,000 tested, under 10 active | P33261 | AID 1025 | recombinant CYP2C19, luciferin-H EGE luminescence; hits give high values; 0 = fully inhibited enzyme, 1 = untreated enzyme | activation factor at 5 µM;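 active means activation factor of at least 2 at 5 µM in the primary screen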;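 further: 0 = wells with 2.5 mM tranylcypromine and 1 = vehicle-only wells; values of inactives mirror those of a sister screen read the other way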
Target sequence (P33261 whole entry, looked up): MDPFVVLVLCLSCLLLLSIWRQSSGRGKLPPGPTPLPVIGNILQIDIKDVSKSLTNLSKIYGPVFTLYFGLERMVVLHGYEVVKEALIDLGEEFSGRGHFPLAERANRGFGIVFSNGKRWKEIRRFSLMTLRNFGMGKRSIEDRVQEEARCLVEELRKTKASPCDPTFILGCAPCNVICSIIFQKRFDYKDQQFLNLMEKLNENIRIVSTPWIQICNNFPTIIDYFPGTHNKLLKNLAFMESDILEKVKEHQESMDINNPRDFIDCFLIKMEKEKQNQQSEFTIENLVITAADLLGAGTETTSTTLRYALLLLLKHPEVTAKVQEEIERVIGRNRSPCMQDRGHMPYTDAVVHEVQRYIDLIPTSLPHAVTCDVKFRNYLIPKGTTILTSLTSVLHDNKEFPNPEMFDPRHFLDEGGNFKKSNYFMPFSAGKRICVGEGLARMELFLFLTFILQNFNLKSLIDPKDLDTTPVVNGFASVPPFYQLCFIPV
Pyk2 oligo antag – blocks oligomerization of human Pyk2 in cells; 0.83% of 99,000 active; Q293 cells, Pyk2 FERM NanoBiT luminescence; hits give low values; z-score (the deposit names both 25 µM and 10 µM);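 active means Z-score of -3 or lower, scaled per plate to the spread of control and sample wells; inactive means z-score above -3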;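 further: negative z-score means lost luminescence so less FERM oligomerization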
PLAP act – human PLAP activation. 1.2% of 96,000 active. P05187. purified PLAP enzyme, luminescent substrate read-out; hits give high values. activation fold at 20 µM. AID 696; in the data active means activation fold above about 2
CYP2C9 inhib – blocks human cytochrome P450 2C9. P11712. CYP2C9 Supersomes, luciferin-H conversion, luminescence. inhibition, % at 5 µM. 20% of 96,000 active. AID 777;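 active means blocking of liver enzyme CYP2C9 beyond about 50% at 5 µM, limit read from the data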; further: values of inactives mirror those of a sister screen read the other way
CYP2C19 inhib – human CYP2C19 inhibition; inhibition, % at 5 µM; P33261; 21% of 96,000 active; CYP2C19 Supersomes, luciferin-H EGE luminescence, 30 min;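 active means CYP2C19 inhibition above a set limit at 5 µM in the primary screen, cut at about 50% in these data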;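 further: plate controls were negative control wells for no effect and 2.5 mM tranylcypromine positive control for full effect; values of inactives mirror those of a sister screen read the other way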
Mac1 fbg inh – inhibitors of human CD11b/CD18 binding to fibrinogen; P05107+P11215; K562 CD11b/CD18 adhesion to fibrinogen, ATPlite luminescence; Mn2+ added to activate the integrin; inhibition, % at 10 µM; 0.54% of 93,000 active; AID 1497;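 active means primary inhibition of 50% or more at 10 µM, then 40% or more on retest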; further: some results filed as inactive read as strong as hits
CD11b adhes enh – CD11b/CD18-fibrinogen binding enhancement. P05107+P11215. K562 CD11b/CD18 adhesion to fibrinogen, ATPlite luminescence. activation, % at 10 µM. 0.07% of 93,000 active;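 active means 10 µM primary screen giving 50% or more activity, confirmed by 40% or more on retest at that dose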; further: strong numbers were not always called active; reference of the scale not given here
* marks the source's active call; other numbers are inactive results; nt = no result given.

MT1-MMP txn act,CYP2C9 activ,CYP2C19 act,Pyk2 oligo antag,PLAP act,CYP2C9 inhib,CYP2C19 inhib,Mac1 fbg inh,CD11b adhes enh,SMILES
1.2,0.9,0.8,0.41,1.1,5.2,16.9,24.1,3.6,O=C(OCn1nnc2ccccc2c1=O)c1cccnc1
1.2,1,1,0.46,0.9,-4.0,-4.7,-10.7,1.2,Cc1[nH]nc(N2CCCCC2)c1[N+](=O)[O-]
1.6,0.1,0,-0.5,0.7,89.6*,98.9*,3.7,-2.9,c1ccc(-c2ccc(-n3ccnc3)cc2)cc1
nt,0.9,0.9,-0.18,1.1,9.4,6.9,3.4,-0.3,Cc1ccc(NC(=S)c2nc3ccccc3s2)cc1
1.4,0.9,1,1.49,0.8,13.6,3.2,-26.9,3.8,O=C(Nc1ccc(N2CCOCC2)c(Cl)c1)c1cccnc1
1.1,0.9,0.9,0.06,1,14.2,6.8,-9.3,3.0,COc1ccc(Cn2nnc(C(=O)Nc3ccc(F)cc3)c2N)cc1
1.1,nt,nt,-1.31,0.4,nt,nt,-7.9,2.1,COC(=O)C(N)Cc1ccc(O)c(O)c1 (centres undefined)
nt,1,1,0.14,1.4,3.9,0.3,-2.8,1.8,O=C(NN=C1CCCCCCC1)C(=O)NC1CCCCC1
nt,0.9,1,-0.06,0.9,14.2,-0.3,nt,nt,CCCCCC(=O)Nc1cc2[nH]c(=O)cc(COC)c2cc1C
nt,0.3,0.6,-0.83,1,65.1*,37.5,-11.4,-2.5,CCCCOc1ccc(C(=O)N/C(=C\c2ccc(OC)cc2)C(=O)OCc2ccco2)cc1
1.1,0.9,1.1,nt,1.1,6.7,-14.5,0.1,-3.5,CCN1CCN(C(=O)c2cc3c(=O)n(C)c4ccccc4c3n2C)CC1
1.1,0.9,1.1,0.92,1,6.3,-8.8,1.5,-2.1,O=C(CN1CCCC1)NC1C2CC3CC(C2)CC1C3 (centres undefined)
1.1,0.9,1,0.78,0.9,5.9,0.6,0.5,1.4,COc1ccc(N(CC(=O)NC2CCCC2)C(=O)Cn2nnc(-c3ccc(C)cc3)n2)cc1OC
1.2,0.6,0.7,0.76,1.3,41.5,33.7,0.3,0.6,CC(=O)Nc1cc2c(cc1NC(=O)Cn1nc(-c3ccccc3F)ccc1=O)OCCO2
1.3,0.8,0.7,0.67,1.6,16.6,26.9,3.4,-1.8,CCN1CCC2(CC1)C(C#N)=C(N)Oc1c2sc2nc(C)cc(C)c12
nt,0.9,0.7,-1.28,1,13.4,25.8,-10.1,-1.1,CCC(=O)Oc1ccc(-c2cnc3ccccc3n2)cc1
1.4,0.3,0.9,-0.14,0.9,68.5*,5.6,-5.3,-4.3,COCCSc1nnc(NS(=O)(=O)Cc2ccccc2)s1
nt,1,0.7,-1.39,1.2,-1.8,25.3,9.1,-0.1,COc1ccc(-c2csc3nc(-c4ccccc4F)oc(=O)c23)cc1OC
1.1,1.2,1.1,-0.23,1,-22.8,-10.8,-0.5,-2.7,O=C(CN1C(=O)c2ccccc2C1=O)N1CCCCC1
1.2,0.2,0.9,-0.24,1.1,81.9*,14.7,-21.6,-4.6,COCCCn1c(SCC(=O)Nc2nnc(C)s2)nnc1-c1ccoc1C
1.6,0.3,0.5,-1.55,1.3,72.7*,50.8*,-34.8,7.9,O=C(Nc1ccc(Oc2ccc(NC(=O)c3ccco3)c(NC(=O)c3ccco3)c2)cc1)c1ccco1
1.2,0.8,1,-0.55,1.2,16.5,-3.8,-10.8,-2.6,COc1ccc(N2CCN(C(=O)CSc3nnc(-c4cc5ccccc5cc4O)n3C)CC2)cc1
1.2,1.1,1,-1.81,0.9,-8.8,3.8,-6.7,-2.1,CCN(CC)c1nc(-c2cccc(OC)c2O)nc2ccccc12
1.2,0.8,0.6,-0.75,1,19.0,37.2,6.7,4.5,CN(C(=O)c1cccnc1)c1nc(-c2ccccc2)cs1

Structures listed so far printed as active in CYP2C19 inhib.
MT1-MMP txn act,CYP2C9 activ,CYP2C19 act,Pyk2 oligo antag,PLAP act,CYP2C9 inhib,CYP2C19 inhib,Mac1 fbg inh,CD11b adhes enh,SMILES
1.6,0.1,0,-0.5,0.7,89.6*,98.9*,3.7,-2.9,c1ccc(-c2ccc(-n3ccnc3)cc2)cc1
1.6,0.3,0.5,-1.55,1.3,72.7*,50.8*,-34.8,7.9,O=C(Nc1ccc(Oc2ccc(NC(=O)c3ccco3)c(NC(=O)c3ccco3)c2)cc1)c1ccco1

(further entries)
MT1-MMP txn act,CYP2C9 activ,CYP2C19 act,Pyk2 oligo antag,PLAP act,CYP2C9 inhib,CYP2C19 inhib,Mac1 fbg inh,CD11b adhes enh,SMILES
1.3,1.1,1.1,0.09,1.1,-9.7,-9.4,-3.2,-4.1,COc1ccc2ccccc2c1CN1CCCC(CO)C1 (centres undefined)
1,0.7,0.9,-0.86,1.1,25.2,7.0,-8.7,1.2,CCOC(=O)c1ccc(NC(=O)COc2ccc(S(=O)(=O)N3CCCC3)cc2)cc1
0.9,0.4,0.6,-0.54,1.2,57.2*,36.8,nt,nt,Cc1ccc(S(=O)(=O)Nc2cc(C(=O)N3CCOCC3)ccc2N2CCCCC2)cc1
nt,0.8,0.5,-1.45,0.9,18.9,48.3,-25.1,-1.8,COc1c2occc2c(OC)c2c(=O)cc(C(F)(F)F)oc12
1.1,1.5,0.1,-0.51,1.1,-46.0,94.4*,-10.1,-3.1,COc1cc(C)c(Cl)cc1S(=O)(=O)NCC1CCCO1 (centres undefined)
1.2,0.9,1,0.11,1.1,9.5,-2.7,-16.9,-3.3,COc1ccc(OC)c(C(=O)c2ccc(C(=O)O)cc2)c1
1,1,1,0.47,1.1,-3.8,0.7,-8.4,-2.3,COc1ccccc1N1C(=O)C2CC(C)=C(C)CC2C1=O (centres undefined)
1.2,1,1,0.03,1.1,4.2,4.2,-1.1,1.3,COC(=O)c1ccc(NC(=O)CN2CCN(c3ccc(Cl)cc3)CC2)cc1
1.1,1.1,0.4,-1.01,0.9,-7.2,58.6*,-1.9,1.1,Cc1nc(SCC(C)C)[nH]c(=O)c1Cc1ccccc1
1.1,1,1,nt,1.4,3.8,-3.1,-0.8,-1.3,Cc1cc(Nc2ccccc2F)n2ncnc2n1
1.1,0.8,0.9,-0.07,1.1,19.8,9.6,22.4,1.4,COc1ccc(C2CCCN2C(=O)Nc2cccc(C(C)=O)c2)cc1OC (centres undefined)
1,0.9,0.4,0.8,1.1,7.8,61.4*,2.1,-2.4,CN(C)c1ccc(C2CC(=O)NC3=C2C(=O)CC(C)(C)C3)cc1 (centres undefined)
1.2,0.8,0.2,-1.88,1.2,23.6,82.1*,nt,nt,COc1ccc(CCNC(=O)CCN2C(=O)COc3ccccc32)cc1OC
1,0.9,0.9,-1.65,1,13.9,9.1,0.3,-2.6,CCOc1ccccc1C(=O)n1nc2nc(C)cc(C)c2c1N
0.9,0.3,0.3,-0.62,1.7,65.6*,68.8*,0.2,-1.9,CC(=O)c1c(C)[nH]c(C(=O)CSc2nc3ccccc3c(=O)n2CCCN2CCOCC2)c1C
nt,1,1.1,-0.41,1.1,-4.8,-5.3,-27.4,-0.3,O=C(NC1CCCCC1)C1CC(=O)N(CCc2ccccc2)C1 (centres undefined)
nt,0.4,0.5,-1.85,1.2,64.8*,53.7*,nt,nt,O=C(N/N=C\c1cn(-c2ccccc2)nc1-c1ccccc1)c1ccc2c(c1)OCO2
1.3,0.3,0.6,-1.47,1.3,65.7*,35.3,-2.8,0.1,O=C(Nc1ccc(F)cc1)N1CCC(c2nc3c(nnn3Cc3cccc(Cl)c3)c(=O)[nH]2)CC1
1.1,1,0.7,0.38,1.2,1.3,29.0,20.4,4.6,CCOc1ccc(C(O)C(CN2CCOCC2)c2ccccc2)cc1 (centres undefined)
nt,0.5,0.7,1.23,0.7,46.8,30.9,nt,nt,CN(Cc1ccccc1)C(NC(=O)c1ccccc1)C(Cl)(Cl)Cl (centres undefined)
1,1,0.5,0.91,0.9,-3.9,50.6*,-31.1,6.5,Cn1c(SCc2nc3ccccc3c(=O)[nH]2)nnc1-c1ccco1
nt,0.9,1,0.63,1,6.8,1.3,-2.8,8.2,CC1CC(C)CN(S(=O)(=O)c2ccc(F)c(C(=O)Nc3ccc(Cl)cc3F)c2)C1 (centres undefined)
nt,1,1,-0.43,0.8,-2.0,4.1,2.6,-2.1,Cn1nccc1C(=O)Nc1ccc(OC(=O)c2ccnn2C)cc1
1.2,1,1,1.4,1,2.9,2.6,40.9,-1.4,CCC(C)[C@H](NC(=O)NCc1cccc(OC)c1)C(=O)O (some centres undefined)
nt,0.7,0.9,nt,1.1,33.5,12.2,5.9,1.7,Cc1c(NC(=O)C2CCCCN2S(=O)(=O)c2ccc(Cl)cc2)c(=O)n(-c2ccccc2)n1C (centres undefined)
1.5,0.5,0.4,-0.54,0.8,47.5,63.1*,-4.2,0.3,O=C(CCNc1ccccc1)c1ccc2c(c1)OCO2
1.1,1,0.9,nt,1.1,-4.3,13.1,-5.1,-2.1,CC1CCc2nn(CC(=O)NCCCN3CCCC3=O)cc2C1 (centres undefined)
1.1,1.2,0.8,-1.08,1,-23.9,23.6,2.0,2.2,CN(CCOc1ccccc1)c1ccc(S(=O)(=O)N2CCCCC2)cn1
1.1,0.7,0.2,-0.67,1.2,29.4,82.3*,-5.1,-3.6,COC(=O)C(NC(C)=O)(Nc1ccc(Br)cn1)C(F)(F)F (centres undefined)
nt,0.5,0.6,-0.94,1.4,52.2*,37.2,nt,nt,O=S(Cc1ccc(Br)cc1)Cc1nnc(SCc2ccc(Cl)cc2)n1-c1ccccc1 (centres undefined)
1.3,1.1,1.1,-0.04,0.8,-10.9,-9.0,-21.6,3.6,O=C(NCCc1ccccc1)c1nc2ncccn2n1
1.2,0.4,0.3,0.65,1.6,55.3*,66.8*,-4.0,-2.6,CCn1c(CNc2ccc(Cl)cc2)nnc1SCC(=O)NCc1ccccc1

Two records picked at random from those above, as already listed:
MT1-MMP txn act,CYP2C9 activ,CYP2C19 act,Pyk2 oligo antag,PLAP act,CYP2C9 inhib,CYP2C19 inhib,Mac1 fbg inh,CD11b adhes enh,SMILES
1.5,0.5,0.4,-0.54,0.8,47.5,63.1*,-4.2,0.3,O=C(CCNc1ccccc1)c1ccc2c(c1)OCO2
1.1,0.7,0.2,-0.67,1.2,29.4,82.3*,-5.1,-3.6,COC(=O)C(NC(C)=O)(Nc1ccc(Br)cn1)C(F)(F)F (centres undefined)
